Screening results (PubChem)
TR SRC2 fluor cs: counter-screen for TRb-SRC2 inhibitors: fluorescence interference | hit rate 0.29% among 280,000 | AID 1479 | Potency, µM (top dose mostly 106 µM), for inactives: at the highest dose fluorescence change, negative = quenching | TRb/SRC2 Texas Red total fluorescence interference; active = well fitted curve in either direction with a large enough effect; inconclusive = small, poorly fitted or top-dose-only effect; note: % is set by controls: 0 for no effect and ±100 for the full control effect
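Flags fluorescent or light-absorbing compounds by total fluorescence, S + 2P, at 555 nm excitation and 632 nm emission. Mixture: 20 nM Texas Red SRC2 peptide, 0.6 uM human TRb LBD, 1 uM T3, 5% DMSO; compound exposure 5 h at ambient temperature.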
SMN2 splice up: enhancers of SMN2 splice variant expression. HEK293 SMN2-luciferase splicing reporter, luminescence, 30-36 h. Potency, µM (titrated, usually from 46.1 µM), without a hit: at the top dose activity change, positive = activation, most hits filed as activators. hit rate 2.8% among 210,000. AID 1458; note: % of control where 0% means no effect; nearly all actives have a fitted effect of over 55% in size
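HEK293 cells carry an SMN2 minigene-luciferase reporter in which exon 7 inclusion puts luciferase in frame. Cells were seeded at 2000 cells/well, attached for 10-12 hours, then exposed to compounds for 30-36 hours at 37C before ONE-Glo luminescence.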
Lamin A splicing: changes lamin A minigene splicing in HeLa cells; HeLa LMNA splicing GFP/RFP minigene ratio, 48 h; Potency, µM (titrated, usually from 46.1 µM), inactives show top-dose ratio change, negative = inhibition, hits mostly inhibitors; hit rate 0.01% among 200,000; active = well fitted inhibition curve with a large enough effect in the signal ratio, with a control signal flat, not every such curve was filed as active; inconclusive = small, poorly fitted or top-dose-only effect, or effect the other way, or a change in a side signal; the % refers to the signal ratio; note: % is set by controls: 0 for no effect and ±100 for the full control effect
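Read-out is the ratio of GFP to DsRed2 object intensity, acquired by 488 nm laser-scanning cytometry on HeLa lamin A-EGFP minigene reporter cells. Compound incubation 48 hrs at 37 °C in Opti-MEM with 2% FBS; DMSO 0.5% final.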
JMJD2E inh: blocks human JMJD2E demethylase activity; hit rate 1.6% among 230,000; AID 2147; JMJD2E catalytic domain, FDH-coupled NADH fluorescence (FDH is formaldehyde dehydrogenase); B2RXH2; Potency, µM (top dose mostly 57.1 µM), for inactives: at the highest dose activity change, negative = inhibition, actives largely listed as inhibitors; active = well fitted inhibition curve with a large enough effect, not every such curve was filed as active; inconclusive = small, poorly fitted or top-dose-only effect, or another doubt; inactive = no such curve, though single readings can be large or run the other way;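 note: 0% = wells with enzyme and -100% = buffer wells without enzyme; nearly all actives have a fitted effect of over 50% in size; many of its hits are not listed in these tables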
TRb-SRC2 inh: inhibitors of human thyroid hormone receptor beta-SRC2 interaction; TRbeta-SRC2 peptide binding, fluorescence polarization; receptor liganded with 1 µM T3; Potency, µM (highest dose often 106 µM), for inactives: at the highest dose activity change, negative = inhibition, hits mostly inhibitors; hit rate 0.065% among 280,000; P10828; AID 1469;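 note: plate controls were bound peptide for no effect and peptide without receptor for full effect; nearly all actives have a fitted effect of over 50% in size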
Target sequence (P10828 whole entry, looked up): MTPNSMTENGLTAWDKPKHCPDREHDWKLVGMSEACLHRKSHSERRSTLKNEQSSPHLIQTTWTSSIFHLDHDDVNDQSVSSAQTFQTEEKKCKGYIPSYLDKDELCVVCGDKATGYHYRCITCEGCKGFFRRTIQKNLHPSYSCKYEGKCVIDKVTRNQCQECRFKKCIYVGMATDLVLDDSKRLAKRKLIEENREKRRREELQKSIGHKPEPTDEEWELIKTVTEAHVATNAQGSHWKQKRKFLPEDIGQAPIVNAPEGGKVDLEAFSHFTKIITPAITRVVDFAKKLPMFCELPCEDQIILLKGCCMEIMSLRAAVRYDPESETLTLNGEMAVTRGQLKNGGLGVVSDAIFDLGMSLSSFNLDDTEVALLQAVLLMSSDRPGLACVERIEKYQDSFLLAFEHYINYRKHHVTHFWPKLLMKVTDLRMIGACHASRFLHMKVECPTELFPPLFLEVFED
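Each compound concentration gave % activity, normalized to unbound and bound Texas Red SRC2 controls, from polarization read after 5 hr ambient incubation with T3-loaded human TRb LBD.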
RECQ1 inh: RECQ1 (human) helicase inhibition | P46063 | RECQ1 DNA unwinding, red fluorescence kinetic read | Potency, µM (titrated, usually from 57.3 µM), for the others: at the top dose activity, negative = inhibition, usual class: inhibitors | hit rate 0.54% among 240,000 | AID 2549;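 note: plate controls were vehicle for no effect and no enzyme for full effect; nearly all actives have a fitted effect of over 30% in size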
Target sequence (P46063 whole entry, looked up): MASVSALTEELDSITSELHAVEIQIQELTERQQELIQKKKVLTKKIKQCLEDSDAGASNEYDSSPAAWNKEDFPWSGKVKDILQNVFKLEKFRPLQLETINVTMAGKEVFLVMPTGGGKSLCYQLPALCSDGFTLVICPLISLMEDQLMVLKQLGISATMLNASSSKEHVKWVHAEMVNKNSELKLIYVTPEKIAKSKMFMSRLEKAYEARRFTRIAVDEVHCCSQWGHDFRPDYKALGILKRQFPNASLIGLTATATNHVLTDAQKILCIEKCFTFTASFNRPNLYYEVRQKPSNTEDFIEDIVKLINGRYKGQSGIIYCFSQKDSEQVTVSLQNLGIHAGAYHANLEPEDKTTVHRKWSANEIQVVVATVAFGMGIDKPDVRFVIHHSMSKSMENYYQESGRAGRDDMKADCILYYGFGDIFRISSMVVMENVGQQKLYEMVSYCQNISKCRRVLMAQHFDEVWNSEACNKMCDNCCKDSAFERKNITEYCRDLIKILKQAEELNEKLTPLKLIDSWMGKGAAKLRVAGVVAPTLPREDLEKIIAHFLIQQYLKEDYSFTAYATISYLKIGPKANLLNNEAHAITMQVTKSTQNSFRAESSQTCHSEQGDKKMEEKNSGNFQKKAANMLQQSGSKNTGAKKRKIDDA
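50 nM RECQ1T1 preincubated 15 min with compound in Tris pH 8.0 buffer with MgCl2, DTT, Tween-20 and 2.5 ug/ml poly(dI-dC); started with 200 nM TAMRA/BHQ-2 forked duplex and 2 mM ATP. Unwinding read as fluorescence (525/598 nm), two reads 2 h apart.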
ALDH1A1 block: blocks purified human ALDH1A1 activity; P00352; Purified ALDH1A1, NADH fluorescence, propionaldehyde substrate; Potency, µM (highest dose often 75.3 µM), inactives show top-dose activity, negative = inhibition, usual class: inhibitors; hit rate 7.3% among 220,000; active = well fitted inhibition curve with a large enough effect, not every such curve was filed as active; inconclusive = small, poorly fitted or top-dose-only effect, or another doubt; inactive = no such curve, though single readings can be large or run the other way;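 note: plate controls were no enzyme wells and a reference inhibitor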
RGS12 GoLoco inh: RGS12 GoLoco-Gai1 interaction inhibition; Gai1:RGS12 GoLoco peptide FP, rhodamine, 10 min; AID 880; Potency, µM (top dose mostly 61.6 µM), for inactives: at the top dose activity, negative = inhibition, hits mostly inhibitors; hit rate 0.44% among 230,000; active = well fitted inhibition curve with a large enough effect, not every such curve was filed as active; inactive = no such curve, though single readings can be large or run the other way; note: % is set by controls: 0 for no effect and ±100 for the full control effect; nearly all actives have a fitted effect of over 30% in size; many of its hits are not listed in these tables
Numbers without * were called inactive; i = inactive; ? = inconclusive; · = not tested or not shown; & = joins results of further samples; [ ] = dose if it differs, or a comment. Unless noted, calls come from the whole dose curve; as a rule, active = well fitted curve in the direction sought with a large enough effect; inconclusive = small, poorly fitted or top-dose-only effect, or another doubt; inactive = no such curve, though single readings can be large; an effect the other way counts as inactive or inconclusive. Potency is the fitted concentration of half-maximal effect.

SMILES | TR SRC2 fluor cs | SMN2 splice up | Lamin A splicing | JMJD2E inh | TRb-SRC2 inh | RECQ1 inh | ALDH1A1 block | RGS12 GoLoco inh
O=S(=O)(c1cccc(NC(=S)Nc2ccc(Br)cc2Cl)c1)N1CCOCC1 | -2% | -9% | -3% | 3% | -16% | -22% | ? | 9%
Cc1c(Cc2ccc3c(c2)OCO3)sc(NC(=O)C(C)(C)C)c1C#N | -3% | -14% | -14% | 1% | -7% | -11% | -4% | 5%
CCCCN(CC)C(=O)c1n[nH]c(=O)c2ccccc12 | -4% | -5% | 2% | 0% | -5% | -8% | -5% | 12%
CCN(CC(=O)Nc1c(F)cccc1F)C(=O)CCc1c[nH]c2ccccc12 | -3% | 4% | -15%[46 µM] | 1% | -4% | i | 0% | 9%
COCCNC(=O)CN1CCC(n2c(C)nc3cc(C(F)(F)F)ccc32)CC1 | 0% | 22% | -8% | 4% | 4% | i | 9% | 5%
C=C(C)C(=O)/C=C/CCC/C=C/C(=O)OCC | -1% | 4% | · | 4% | 7% | i | 25µM* | -6%
COc1ccc(-c2ccc(-c3cc(=O)oc4cc(C)cc(C)c34)cc2)cc1 | 4% | · | · | · | 3% | -8%[81.1 µM] | ? | 11%[88.7 µM]
COC(=O)c1cc2sccc2n1Cc1nc(-c2ccc(Cl)cc2)oc1C | -7%&0% | -3%&-27% | -3% | 6% | 2%&-2% | 5% | 2% | -2%
NC(=O)[C@@H]1CCCNc2c(I)cc([N+](=O)[O-])cc2C(=O)N[C@@H](CCC(=O)O)C(=O)N[C@@H](CO)C(=O)N1 | 0% | 18% | -1% | -1% | -9% | -6% | 6% | 2%
C=CCc1c(C)nc(SCC(=C)C)[nH]c1=O | -4% | 2% | -4% | 1% | 5% | -1% | 4% | 3%

A different layout for 2 compounds above:
Order of values: TR SRC2 fluor cs	SMN2 splice up	Lamin A splicing	JMJD2E inh	TRb-SRC2 inh	RECQ1 inh	ALDH1A1 block	RGS12 GoLoco inh
- COCCNC(=O)CN1CCC(n2c(C)nc3cc(C(F)(F)F)ccc32)CC1
  0%	22%	-8%	4%	4%	i	9%	5%
- CCN(CC(=O)Nc1c(F)cccc1F)C(=O)CCc1c[nH]c2ccccc12
  -3%	4%	-15%[46 µM]	1%	-4%	i	0%	9%

Other structures follow:
SMILES | TR SRC2 fluor cs | SMN2 splice up | Lamin A splicing | JMJD2E inh | TRb-SRC2 inh | RECQ1 inh | ALDH1A1 block | RGS12 GoLoco inh
Cc1nn(-c2ccc(Cl)cc2)c(Cl)c1/C=C(\C#N)C(N)=O | -2% | -6% | -24% | -5% | -9% | -4% | 3% | 1%
C=CCN(c1ccccc1C(=O)NCC(=O)O)S(=O)(=O)c1ccc(C)cc1 | 2% | · | ? | 4% | 7% | i | 4% | -5%
N=c1sccn1CC(=O)Nc1ccc(SC(F)F)cc1 | -2% | -21% | -17%[46 µM] | -6% | 4% | -16% | ? | 5%
CCCCC(=O)Nc1ccc(C(=O)Nc2nnc(COC)s2)cc1 | -2% | -18% | 15% | -4% | -15% | -1% | -3% | -1%
CCOC(=O)NN1C(=O)c2ccccc2NC1c1ccccn1 (stereo not given) | -2% | -49%[inhibitor] | · | ? | 0% | 1% | ? | -5%
CC(C)Cn1c(N)c(C(=O)CSc2cc(Cl)ccc2Cl)c(=O)n(C)c1=O | -1% | -48%[inhibitor] | -11% | 0% | -5% | -2% | -10% | -1%
O=C(N/N=C/c1ccsc1)C1CC1 | -12% | · | · | 3% | -6% | -2% | 1% | 3%
COc1ccc(/C=N/N2C(=O)C3C4C=CC(CC4)C3C2=O)c(OC)c1 (stereo not given) | -1% | 3% | -7%[46 µM] | 1% | -8% | 0% | 2.2µM* | -3%
Cc1ccc(S(=O)(=O)N2CCOCC2)cc1NC(=O)COC(=O)CSc1ccc(Br)cc1C | 4% | -3% | 7% | 2% | -4% | -14% | 0% | -23%
O=C(COC(=O)Cn1nnc2ccccc21)Nc1ccccc1Br | -43% | -5% | -6% | -1% | -12% | -9% | 11% | 4%
Cc1cc(NC(=O)CCCN2C(=O)/C(=C/c3cccs3)SC2=S)no1 | 3% | 2% | -17% | 5% | 6% | -8% | 4% | 7%
O=C(c1cc([N+](=O)[O-])ccc1Cl)N1c2ccccc2Sc2ccccc21 | 0% | ? | ? | 2% | 9% | -12% | -1% | 10%
Cc1nc(-c2ccccc2)nc2[nH]c(=O)n(-c3ccccc3)c(=O)c12 | -2% | 20% | ? | -6% | -1% | i | -2% | -13%
O=C(Cc1ccccc1)Nc1ccc(N2CCCCC2)cc1 | -1% | 11µM* | · | -6% | 3% | -13% | -3% | 4%
O=C(NCn1ccc(=O)[nH]c1=S)c1ccccc1 | -6% | -6% | 4% | 4% | 1% | 13% | 1% | 8%
CCN(CCO)C(=S)Nc1cc(S(=O)(=O)N(C)C)ccc1C | 0% | 11% | -5%[46 µM] | 1% | -6% | -5% | -1% | 9%
CC1(C)CCC[C@@]2(C)C1CC[C@@](C)(O)[C@@H]2CC[C@@](C)(O)C1CO1 (stereo not given in full) | 0% | 14% | · | 6% | 4% | -3% | ? | 5%
Cc1ccc(SCC(=O)N2CCN(c3ccccn3)CC2)cc1 | -1% | · | · | ? | 4% | -12% | · | -10%
O=C(NC12CC3CC(CC(C3)C1)C2)c1ccc(N2CCNCC2)c([N+](=O)[O-])c1 | -2% | · | · | 3% | -2% | -5% | -16% | -2%
O=C1C(C=Nc2ccccc2O)=C(O)c2ccccc21 | -15% | 35µM* | ? | -12% | 4% | -4% | 6% | 11%

Copied from above, 4 compounds:
SMILES | TR SRC2 fluor cs | SMN2 splice up | Lamin A splicing | JMJD2E inh | TRb-SRC2 inh | RECQ1 inh | ALDH1A1 block | RGS12 GoLoco inh
O=C(Cc1ccccc1)Nc1ccc(N2CCCCC2)cc1 | -1% | 11µM* | · | -6% | 3% | -13% | -3% | 4%
O=C(NCn1ccc(=O)[nH]c1=S)c1ccccc1 | -6% | -6% | 4% | 4% | 1% | 13% | 1% | 8%
CCN(CCO)C(=S)Nc1cc(S(=O)(=O)N(C)C)ccc1C | 0% | 11% | -5%[46 µM] | 1% | -6% | -5% | -1% | 9%
CC1(C)CCC[C@@]2(C)C1CC[C@@](C)(O)[C@@H]2CC[C@@](C)(O)C1CO1 (stereo not given in full) | 0% | 14% | · | 6% | 4% | -3% | ? | 5%

(listing goes on)
SMILES | TR SRC2 fluor cs | SMN2 splice up | Lamin A splicing | JMJD2E inh | TRb-SRC2 inh | RECQ1 inh | ALDH1A1 block | RGS12 GoLoco inh
COc1ccc(C(CC(=O)N2CCCC2)c2c(OC)cc(OC)c3c(-c4ccccc4)cc(=O)oc23)cc1 (stereo not given) | -2%&-4% | · | · | ? | -7%&2% | 13µM* | · | 10%
Nc1ccn([C@H]2C[C@H](O)[C@@H](CO)O2)c(=O)n1 | 0% | · | · | 0% | -2% | 4% | 7% | 3%
O=C(NC1CCCC1)C1CC(c2ccc(F)cc2)=NO1 (stereo not given) | -1% | 29% | -4% | -2% | -2% | -6% | 11% | 6%
Cc1c(NC(=O)C(C)OC(=O)CNC(=O)c2ccc(C(C)(C)C)cc2)c(=O)n(-c2ccccc2)n1C (stereo not given) | 2% | -22% | -7% | 5% | 0% | -10% | 1% | -29%
Cc1ccccc1C(=O)Nc1cccc(NC(=O)c2ncn[nH]2)c1 | -3% | · | · | -14% | -10% | 17% | 1% | 46%[activator]
CC(C)CC1CC(=O)OC1(C)C(=O)CSc1nc2ccccc2s1 (stereo not given) | -2% | -2% | 0% | 3% | -1% | -17% | 8.9µM* | 5%
CC1CC(C)CN(CCCNC(=O)C2CCC(=O)N2C2CCCC2)C1 (stereo not given) | 0% | 0% | 9% | 4% | 1% | -1% | 22% | 5%
CSCCC(NC(=O)c1ccco1)C(=O)OC(C)C(=O)NC(=O)NC1CCCCC1 (stereo not given) | -1% | -19% | 13% | -2% | -13% | -2% | ? | 11%
CCn1cc(C(=O)N2CCc3ccccc32)c(=O)c2cc(S(=O)(=O)N(C)C3CCCCC3)ccc21 | 3% | -10% | 0% | 6% | -2% | i | ? | -11%
Cn1cccc1/C=C1\Cc2ccccc2C1=O | -2% | ? | · | -7% | 10% | -9% | 11µM* | 4%

The list goes on, starting with the last two of the part before.
SMILES | TR SRC2 fluor cs | SMN2 splice up | Lamin A splicing | JMJD2E inh | TRb-SRC2 inh | RECQ1 inh | ALDH1A1 block | RGS12 GoLoco inh
CCn1cc(C(=O)N2CCc3ccccc32)c(=O)c2cc(S(=O)(=O)N(C)C3CCCCC3)ccc21 | 3% | -10% | 0% | 6% | -2% | i | ? | -11%
Cn1cccc1/C=C1\Cc2ccccc2C1=O | -2% | ? | · | -7% | 10% | -9% | 11µM* | 4%
Cc1nn(CCOc2ccccc2)c(=O)n1-c1ccc(Cl)cc1 | -3% | 19% | ? | -9% | -1% | -5% | 4% | 1%
COC(=O)c1sccc1-c1ccc(C(=O)Nc2cccnc2)o1 | -4% | 18µM* | 8% | ? | -3% | -3% | -12% | 24%
COc1ccc(S(=O)(=O)N2CCCC(C(=O)Nc3ccc4c(c3)OCCO4)C2)cc1 (stereo not given) | -3% | -18% | -22% | -3% | 2% | -1% | ? | -2%
CC1=CC(C)(C)N(C(=O)CSc2nnc(N)s2)c2ccccc21 | 0% | -2%[1.84 µM] | -8% | -2% | 2% | -7% | ? | 0%
CSCCCNC(=S)N(C)CC(=O)Nc1ccc(C)cc1 | -6% | 15% | · | 5% | -6% | -7% | -12% | 2%
O=C1[C@@H]2[C@H]3[C@H](O)[C@H](O)C/C(=N/OCc4ccccc4)[C@@H]3CC[C@H]2C(=O)N1c1ccc(F)cc1F | 0%[11.2 µM] | · | · | · | -3%[11.2 µM] | i[11.5 µM] | -1%[13.5 µM] | ·
O=C1CCC/C1=C/Nc1ccc2c(c1)OCO2 | 9% | ? | -3% | ? | -20% | -17% | ? | -6%
O=C(Oc1ccc(=O)n(-c2ccccc2)n1)c1ccccc1 | 1% | 2% | 1% | 12% | 0% | -7% | -5% | 1%

Some of the compounds tested, so the mix of outcomes need not match the whole.
